From PubChem
IDE inh – human IDE inhibitors in live cells, primary screen, fluorescence polarization, HEK cells, FAbetaB substrate. Insulin-degrading enzyme (Homo sapiens), P14735. FAbetaB cleavage. inhibition, % at 5.59 µM. 320,000 tested, 0.41% active;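 active = percent inhibition above the average of all tested compounds plus 3 SD, set per screening campaign, cut at about 16% in these data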;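 also: IDE supplied by intact live HEK cells; FP after avidin binding of uncleaved biotin substrate so inhibition keeps polarization high; 0% = DMSO wells and 100% = 60 µM reference IDE inhibitor Ii1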
Target sequence (P14735 whole entry, looked up): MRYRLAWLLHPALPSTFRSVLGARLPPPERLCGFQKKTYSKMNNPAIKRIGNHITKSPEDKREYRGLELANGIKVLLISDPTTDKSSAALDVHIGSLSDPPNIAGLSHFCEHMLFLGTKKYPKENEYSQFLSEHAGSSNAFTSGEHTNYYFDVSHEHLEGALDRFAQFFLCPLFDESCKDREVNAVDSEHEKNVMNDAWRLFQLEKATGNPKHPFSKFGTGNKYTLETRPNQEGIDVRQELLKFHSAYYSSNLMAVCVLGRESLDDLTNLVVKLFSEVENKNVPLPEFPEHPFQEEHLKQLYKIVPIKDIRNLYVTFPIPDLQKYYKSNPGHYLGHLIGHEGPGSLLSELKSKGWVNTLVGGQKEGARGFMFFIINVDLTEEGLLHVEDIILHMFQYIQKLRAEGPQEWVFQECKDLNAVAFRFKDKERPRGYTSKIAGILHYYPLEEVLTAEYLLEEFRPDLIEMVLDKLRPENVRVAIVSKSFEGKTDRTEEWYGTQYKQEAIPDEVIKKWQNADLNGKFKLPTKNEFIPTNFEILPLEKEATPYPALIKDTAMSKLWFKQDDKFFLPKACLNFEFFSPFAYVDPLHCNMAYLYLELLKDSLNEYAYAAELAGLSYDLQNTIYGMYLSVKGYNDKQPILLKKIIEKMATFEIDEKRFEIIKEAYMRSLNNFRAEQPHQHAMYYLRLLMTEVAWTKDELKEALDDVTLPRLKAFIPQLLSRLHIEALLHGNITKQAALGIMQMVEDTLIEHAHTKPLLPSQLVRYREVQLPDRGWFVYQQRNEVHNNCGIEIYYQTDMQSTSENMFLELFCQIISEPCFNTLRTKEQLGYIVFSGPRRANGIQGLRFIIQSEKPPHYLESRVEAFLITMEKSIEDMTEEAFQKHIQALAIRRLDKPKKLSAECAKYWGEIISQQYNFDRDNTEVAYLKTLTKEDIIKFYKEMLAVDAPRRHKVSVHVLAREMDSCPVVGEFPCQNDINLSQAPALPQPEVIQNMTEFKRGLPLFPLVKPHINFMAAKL
CRFBP-R2 agonist – agonists of CRF-BP/CRF-R2 complex, primary screen, cell-based, HEK293, calcium dye fluorescence, uHTS | CRF-binding protein / CRF receptor 2 complex (human) | calcium dye fluorescence (FLIPR); percent of saturating CRF peptide response | activation, % at 13.2 µM | 350,000 tested, 0.46% active | AID 588473, 2011;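 active = activation of at least 50%, plus an integration ratio under a set limit after plate pattern correction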;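 also: plate controls were neutral control wells without compound for no effect and CRF at EC100 for full effect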
GalR3 antagonist – GalR3 antagonists in HEK293 cells, primary screen, cell-based, fluorescence readout; Galanin receptor type 3 (Homo sapiens), O60755; HEK293 GalR3-CNG cAMP membrane potential fluorescence; galR3 body fused to GalR1 C-terminus; inhibition, % at 3 µM; 360,000 tested, 0.44% active; AID 651719, 2012;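 active = inhibition above the screen-wide average plus 3 SD, cut at about 13% in these data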;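 also: forskolin and galanin both at EC90 stimulate the cells; cAMP rise reported by CNG channel membrane potential dye signal; 0% = forskolin plus galanin with DMSO and 100% = forskolin alone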
pCIP destab – p/CIP-EGFP fusion destabilizers, primary screen, fluorescence, F442A cells; Q05BA5; 16 h; decrease of EGFP signal, % at 10 µM; 290,000 tested, 0.01% active;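 active = EGFP signal decrease of at least 30% at 10 µM or well 3 SD below plate mean, unless failing retest; inactive = the rest, including hits failing retest or dose response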; also: some compounds called inactive have numbers as strong as hits; many of its hits are not listed in these tables
CHRM4 PAM – human M4 muscarinic receptor positive allosteric modulators, primary screen, CHO-K1 cells, Fluo-8 calcium fluorescence; Muscarinic acetylcholine receptor M4 (Homo sapiens), P08173; CHO-K1 hM4/Gqi5, ACh EC20; 0% = ACh EC20, 100% = maximal ACh; activation, % at 3 µM; 360,000 tested, 0.4% active; AID 624126, 2012;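 active = activation above its plate's cutoff, the mean activation of sample wells plus 3 SD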; also: some results filed as inactive read as strong as hits
PHOSPHO1 block – PubChem AID 1565. 290,000 tested, 1.1% active. recombinant PHOSPHO1, absorbance phosphatase assay. inhibition, % at 13.3 µM. Phosphoethanolamine/phosphocholine phosphatase (Homo sapiens), Q8TCT1; in the data active = inhibition above about 60%
MEKK3 PB1 HTS – modulators of MEKK3-MEK5 PB1 binding, primary screen, biochemical, wildtype MEKK3, multiplex bead flow cytometry, Alexa488-MEK5; Mitogen-activated protein kinase kinase kinase 3 (Homo sapiens), Q99759; bead-based flow cytometry, Alexa488-MEK5 binding to MEKK3; actives lie on both sides; 0 = blocked by unlabeled MEK5, 100 = vehicle; binding response (% of control), % at 10 µM; 290,000 tested, 1.4% active; AID 1529, 2009;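 active = binding response more than 3 SD above or below the average of its plate-row segment, actives on both sides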;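 also: Alexa488 bead fluorescence after subtracting the streptavidin-only scavenger bead signal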
IDE act – human IDE activators in live cells, primary screen, fluorescence polarization, HEK cells, FAbeta-B substrate | Insulin-degrading enzyme (Homo sapiens), P14735 | FAbeta-B cleavage; 0% vehicle, 100% cell-free pure enzyme wells | activation, % at 5.96 µM | 340,000 tested, 0.073% active | AID 493087, 2011;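 active = activation above the mean of all tested compounds plus 3 SD, set per screening campaign, cut at about 17% in these data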
CRFR2-BP antag – antagonists of CRF-BP/CRF-R2 complex, primary screen, cell-based, HEK293, calcium dye fluorescence, uHTS; CRF-induced calcium fluorescence; inhibition, % at 11.8 µM; 350,000 tested, 0.59% active;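 active = inhibition of the ligand-induced calcium signal above about 50% at the single tested concentration, limit read from the data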
The depositor's hits bear a star; / = no result given; & = joins results of further samples. These rows are one share of the data, so the mix of outcomes need not match the whole.

Compound	CRFBP-R2 agonist	pCIP destab	PHOSPHO1 block	CHRM4 PAM	GalR3 antagonist	CRFR2-BP antag	MEKK3 PB1 HTS	IDE act	IDE inh
COc1ccccc1C(=O)C1CCCN(Cc2cnc(C)s2)C1 (stereo not given)	-0.4	-18.7	36.7	-14.7	-6.3	0.6	98.0	2.2	7.0
CP(=O)(Nc1ccc(Cl)cc1)c1nc2c(s1)CCCC2 (stereo not given)	1.5	7.2	18.8	-5.9	-4.3	10.7	97.0	0.5	-5.4
CN1CN(c2cccc([N+](=O)[O-])c2)CN=C1N[N+](=O)[O-]	-1.2	-0.9	-15.8	4.2	-4.6	2.5	95.0	-0.3	-0.8
COc1cc(/C=C/c2nc3ccccc3c(=O)n2-c2ccc(O)cc2)ccc1O	2.0	-27.2	28.6	-11.9	-7.1	-10.3	103.0	-47.0	32.5*
O=C(Cc1cccs1)N1CCC2(CC1)OCCO2	-2.0	-5.4	50.0	-0.5	-7.2	5.2	101.0	2.5	-1.2
CCC(c1ccc(C)cc1)N1C(=O)C2C3CCC(O3)C2C1=O (stereo not given)	-0.7	/	/	11.9	-4.7	-2.7	/	6.2	-3.1
O=C(Nc1ccc(Cl)cc1C(=O)c1ccccc1Cl)c1ccco1	-0.3	3.2	-1.6	2.7	-5.2	6.3	105.0	2.5	-1.2
C=CCn1c(O)c(C(C)=NC2CC2)c(=O)[nH]c1=O	2.7	0.7	3.6	-6.6	-2.2	0.3	97.0	4.1	2.1
CC1=C(/C=C/c2ccccc2)CCN(C)C1	15.7	-3.9	35.1	-1.8	-7.8	-0.5	108.0	4.7	2.5
COC(=O)C1=C(c2ccccc2OCc2ccccc2)C[C@@H]2CC[C@H]1N2C(=O)NCCc1ccc(F)cc1	4.2	/	/	4.4	-7.0	7.7	/	8.5	-3.1
O=c1nc(/C=C/c2ccc(Cl)cc2Cl)cc(C(F)(F)F)[nH]1	-1.6	-5.7	48.9	0.4	-10.2	22.5	103.0	1.8	/
CN1C(=O)/C(=C\N2CCc3ccccc32)C(=O)NC1=S	0.9	-0.4	-2.2	-1.2	-2.1	-14.4	109.0	-4.5	0.2
COc1cc2c(cc1OC)C(c1c(O)n(CCc3ccccc3)c(=S)[nH]c1=O)NCC2 (stereo not given)	2.8	-2.6	48.1	/	-2.0	-13.0	102.0	/	0.0
CCOc1ccc(-n2c(O)c(C=NCCCn3ccnc3)c(=O)[nH]c2=O)cc1	-0.4	1.4	0.3	0.7	-0.2	-6.2	94.0	5.5	2.6
COc1ccc(-n2c(O)c(C(C)=NC3CC3)c(=O)[nH]c2=O)cc1	0.0	-12.0	-16.3	-1.6	-3.1	14.5	99.0	3.3	4.0
COC(=O)C1=C(c2ccc(OC(F)(F)F)cc2)C[C@@H]2CC[C@H]1N2C(=O)NCCc1ccccc1	2.3	/	/	-17.0	-6.9	-4.8	/	-0.7	1.2
Cc1cc(S(N)(=O)=O)ccc1N=Cc1c(O)n(-c2ccccc2)c(=O)[nH]c1=O	0.8	-7.3	39.4	3.0	-0.9	13.9	95.0	-2.1	4.2
Cc1cc(S(=O)(=O)NCc2ccccc2)ccc1OCC(=O)N1CCN(C)CC1	-0.2	-14.0	-14.6	6.3	-4.3	-0.3	104.0	2.9	-1.6
CC[C@@H](C(N)=O)N1CCCC1=O	/	-6.8	15.8	/	/	/	114.0&101.0	/	6.2
CC12CC[C@H]3[C@@H](CCC4(O)C[C@H](O)CCC34/C=N/NC(=O)c3ccccc3Cl)C1(O)CCC2C1=CC(=O)OC1 (stereo not given in full)	-0.7	0.5	32.2	-8.4	2.5	1.4	97.0	4.1	2.7

Given as labelled records: part of the list above
SMILES: O=C(Cc1cccs1)N1CCC2(CC1)OCCO2
  CRFBP-R2 agonist: -2.0
  pCIP destab: -5.4
  PHOSPHO1 block: 50.0
  CHRM4 PAM: -0.5
  GalR3 antagonist: -7.2
  CRFR2-BP antag: 5.2
  MEKK3 PB1 HTS: 101.0
  IDE act: 2.5
  IDE inh: -1.2
SMILES: CCC(c1ccc(C)cc1)N1C(=O)C2C3CCC(O3)C2C1=O (stereo not given)
  CRFBP-R2 agonist: -0.7
  pCIP destab: /
  PHOSPHO1 block: /
  CHRM4 PAM: 11.9
  GalR3 antagonist: -4.7
  CRFR2-BP antag: -2.7
  MEKK3 PB1 HTS: /
  IDE act: 6.2
  IDE inh: -3.1

Following part.
Compound	CRFBP-R2 agonist	pCIP destab	PHOSPHO1 block	CHRM4 PAM	GalR3 antagonist	CRFR2-BP antag	MEKK3 PB1 HTS	IDE act	IDE inh
C[C@]1(O)CC[C@H]2[C@@H]3CCC4=CC(=O)CC[C@]4(C)[C@@]3(F)[C@@H](O)C[C@@]21C	0.1	/	/	9.0	1.8	11.3	/	-0.6	/
CCOCC(=O)NC1CCSC1=O (stereo not given)	1.2	-1.8	3.2	11.9	-0.8	-25.7	121.0	-2.3	1.6
Oc1c(Br)c(Br)c(Br)c(Br)c1Br	-2.2	/	/	4.2	/	57.7*	/	3.5	1.6
Oc1cc2c(cc1CN1CCN(c3ccc(F)cc3)CC1)OCO2	-0.1	-10.2	-41.9	-3.8	-11.6	-0.6	101.0	-2.2	0.7
COc1ccc(N=Cc2c(O)n(C)c(=O)n(C)c2=O)cc1	-0.3	2.9	/	-3.5	-7.8	-8.2	107.0	2.6	0.8
COC(=O)COc1cc(C)cc2oc(=O)c3c(c12)CCCC3	-0.2	3.0	0.1	11.8	-5.1	-3.9	102.0	-3.0	2.3
CCC(=NCc1cc(OC)cc(OC)c1)c1c(O)[nH]c(=O)[nH]c1=O	-0.6	-1.1	51.4	4.7	0.4	1.4	99.0	2.9	8.7
CNCC(O)c1cccc(OC(=O)c2ccccc2C)c1 (stereo not given)	3.9	-13.1	4.4	19.6	2.2	2.3	/	3.7	-1.4
CNCCc1ccc(OC)c(OC)c1	0.8	-5.6	-0.6	11.5	-6.6	2.3	103.0	1.7	0.6
CCCCCCn1c(O)c(C=Nc2c(C)n(C)n(-c3ccccc3)c2=O)c(=O)[nH]c1=O	-0.8	-12.1	-3.7	12.4	-0.6	11.0	97.0	-0.1	8.2
C=CCSc1nc2c(c(-c3ccsc3)c1C#N)CN(C)CC2	3.4	-13.2	31.6	-1.1	-3.0	9.1	98.0	0.1	5.6
NC1=NC(=O)N2CC12 (stereo not given)	0.3	/	/	-1.7	0.7	6.7	/	1.6	/
COc1ccc(C(=O)O)cc1OC	-0.7	/	/	6.2	-6.8	-10.0	/	4.1	/
Clc1ccc2c(c1)C(c1ccccc1Cl)=NCc1nnc(N3CCN(CCOc4ccccc4)CC3)n1-2	0.6	-3.5	16.7	-5.1	-1.6	18.5	93.0	3.5	0.1
O=C(N/N=C1/CN2CCC1CC2)c1cccc(O)c1	-2.0	4.2	17.1	2.9	0.0	3.8	111.0	5.4	5.1
Cc1ccsc1C(=O)C1CCCN(Cc2cnc(N)nc2)C1 (stereo not given)	-0.3	0.9	-4.5	-7.5	0.9	4.2	97.0	5.1	3.0
N=c1c[n+](CC23CC4CC(CC(C4)C2)C3)[n-]o1	0.9	-16.0	-4.6	11.6	0.4	-1.7	97.0	1.7	0.8
O=C(CN1CC=C(c2ccccc2)CC1)Nc1c(Cl)cccc1Cl	-0.6	-0.9	14.1	-11.9	2.0	15.8	93.0	-3.9	2.6
OC(CNC1CCCCC1)c1ccccc1 (stereo not given)	0.1	6.2	-11.1	6.3	-1.7	5.3	104.0	-0.1	-1.8
Oc1ccc(Br)cc1CN1CCN(c2ccccc2)CC1	-1.3	-10.5	6.4	-5.1	-3.6	-21.8	100.0	7.7	-0.1
COc1ccc(C(=O)C2CCCN(C3CSCCSC3)C2)cc1OC (stereo not given)	-1.0	0.8	26.9	-26.9	-2.0	-14.5	101.0	-4.1	-0.9
COC(C)(C)CCCC(C)C/C=C/C(C)=C/C(=O)OC(C)C (stereo not given)	2.6	/	/	4.8	-3.2	-14.4	/	3.8	-2.3
O=C(c1cc(=O)[nH]c2ccc(Br)cc12)N1CCC2(CC1)OCCO2	-1.4	4.4	7.7	5.6	-1.7	29.9	99.0	3.2	0.8
C[C@]12CCC3C(CC[C@H]4C[C@H](O)CC[C@]34C)C1C[C@@H](O)[C@H]2O (stereo not given in full)	3.5	/	/	1.0	-1.9	-0.6	/	/	/
COc1ccc(-n2c(-c3ccco3)nc3ccccc3c2=O)cc1	13.0	-6.2	24.1	-4.1	5.7	-16.0	101.0	5.0	3.7
CCCCc1nc2ccccc2c(=O)n1-c1ccc(Cl)cc1[N+](=O)[O-]	-0.1	-25.1	1.3	-2.7	-9.3	-16.7	103.0	1.6	-4.3
O=C(Cc1ccccc1)Oc1cccc(-n2cnnn2)c1	-0.6	7.2	36.7	5.3	2.4	4.4	107.0	4.1	6.6
Cc1cc(-c2ccc(N)c(C)c2)ccc1N	1.8	/	/	-2.9	0.8	9.2	/	0.7	/
CS(=O)(=O)c1ccc(C2=C(CNC(=O)c3cccnc3)[C@H]3CC[C@@H](C2)N3Cc2ccccc2)cc1	0.2	/	/	0.2	-5.6	-13.6	/	/	/
O=C(CCN1CCCCC1)Nc1ccc(Br)cc1C(=O)c1ccccc1	-0.3	0.5	24.1	-0.6	-5.7	-3.6	102.0	3.1	4.7
COc1ccccc1CCNC1CCCC(C)C1 (stereo not given)	1.0	1.4	3.1	-7.5	4.6	-7.5	105.0	4.8	-2.2
CC(=O)c1c(C)n(CCCOC(C)C)c2ccc(O)cc12	-1.8	-28.6	11.7	-2.7	-2.5	-2.9	114.0	-5.5	1.7
CC(N)Cc1c[nH]c2cc3c(cc12)OCCO3 (stereo not given)	1.9	-7.5	-6.7	22.5	-0.4	-14.7	/	-1.9	2.6
NC(=S)/N=C/c1c(O)[nH]c(=O)[nH]c1=O	2.7	0.7	-71.8	-7.0	-4.6	-12.1	98.0	6.9	0.8
O=C1Nc2ccccc2/C1=C/c1cnc[nH]1	-3.1	-9.6	36.3	2.2	1.0	30.1	100.0	-0.9	1.4
CC(=O)OC(C)(C)/C=C/C(=O)C(C)(O)C1[C@H](O)C[C@@]2(C)C3CC=C4C(CC[C@@H](O)C4(C)C)[C@]3(CO)C(=O)C[C@]12C (stereo not given in full)	0.7	-6.2	23.9	-3.1	-6.8	-4.3	107.0	0.4	1.7
CN(C)C1=NC(N(C)C)=NP(N(C)C)(N(C)C)=N1	-0.3	-6.3	13.2	0.0	-1.6	-38.1	94.0	2.3	-7.1
O=C(O)[C@H]1C[C@@H]1[C@H](NP(=O)(c1ccccc1)c1ccccc1)c1ccccc1	1.1	-3.1	-1.4	3.4	-0.5	-2.2	92.0	2.3	-1.0
CCN1C[C@]2(C)CC[C@H](O)[C@]34C1[C@H](C[C@H]23)[C@@]1(O)C[C@H](OC)[C@H]2C[C@@H]4[C@@H]1C2O (stereo not given in full)	1.1	/	/	-1.2	/	-3.0	/	-2.1	-0.8
CC1CN=C(Nc2cccc3ccccc23)S1 (stereo not given)	0.5	-3.6	9.4	12.7	0.9	29.0	106.0	2.7	-0.3
Cn1cc(C=C2C(=O)NC(=O)NC2=O)c2ccccc21	59.1*	-3.3	9.3	-3.1	-8.3	-35.8	105.0	1.8	0.1
